TcdB GH inh: blocks C. difficile toxin B glycohydrolase activity. TcdB glycohydrolase enzymatic assay, plate reader. actives 0.24% (n = 350,000). inhibition, % at 9.99 µM. P18177; in the data active means inhibition above about 10%
SARS 3CLpro inh: SARS-CoV 3CLpro protease inhibition; P0C6X7; recombinant SARS-CoV 3CLpro, quenched FRET peptide cleavage; inhibition, % at 6 µM; actives 0.14% (n = 290,000); AID 1706; in the data active means inhibition above about 12%
CCHFV vOTU inh: CCHFV vOTU protease inhibition | Pep-AMC fluorescence | inhibition, % at 11.5 µM | actives 0.55% (n = 370,000) | AID 651958; in the data active means inhibition above about 30%; further: 0% = vehicle wells with enzyme and 100% = no enzyme wells
BH1578 lux ind: induces V. cholerae light production without autoinducers | V. cholerae BH1578 lux reporter, luminescence, 6 h | activation, % at 18.7 µM | actives 0.16% (n = 350,000) | AID 588436; in the data active means activation mostly above about 9.7%, no sharp cut-off; further: not every result past the cut was called active; inactives centre near 0; reference of the scale not given here
Rv3671c inh: Rv3671c (M. tuberculosis) protease inhibition | inhibition, % at 5.96 µM | actives 0.048% (n = 320,000); in the data active means inhibition above about 38%;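 further: extracellular domain of Rv3671c used as enzyme; 0% = enzyme with DMSO and 100% = no enzyme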
Target sequence (P9WHR9 whole entry, looked up, the tested form may be a part): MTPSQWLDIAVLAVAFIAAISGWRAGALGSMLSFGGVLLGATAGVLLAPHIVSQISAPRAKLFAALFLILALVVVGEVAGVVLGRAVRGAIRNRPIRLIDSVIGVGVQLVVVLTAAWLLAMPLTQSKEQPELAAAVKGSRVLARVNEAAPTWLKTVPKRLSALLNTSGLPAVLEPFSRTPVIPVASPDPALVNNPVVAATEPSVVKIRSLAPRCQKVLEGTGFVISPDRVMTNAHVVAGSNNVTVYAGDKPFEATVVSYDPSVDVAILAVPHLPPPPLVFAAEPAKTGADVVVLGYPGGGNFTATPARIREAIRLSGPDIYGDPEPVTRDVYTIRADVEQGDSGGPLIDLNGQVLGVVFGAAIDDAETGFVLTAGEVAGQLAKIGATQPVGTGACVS
VHR inh abs: blocks human VHR1 dual specificity phosphatase | P51452 | inhibition, % at 13.3 µM | recombinant VHR phosphatase, pNPP absorbance | actives 0.52% (n = 290,000) | AID 1654; in the data active means inhibition above about 50%; further: some compounds called inactive have numbers as strong as hits
Target sequence (P51452 whole entry, looked up): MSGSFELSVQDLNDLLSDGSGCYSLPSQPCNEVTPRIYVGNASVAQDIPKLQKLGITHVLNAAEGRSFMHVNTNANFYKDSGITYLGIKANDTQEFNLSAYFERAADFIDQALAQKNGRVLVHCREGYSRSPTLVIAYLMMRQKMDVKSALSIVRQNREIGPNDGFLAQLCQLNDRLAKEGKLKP
MazF activator: activators of E. coli MazEF toxin-antitoxin RNase | P0AE70 | FAM/BHQ RNA-DNA oligo cleavage fluorescence, 5 h | activation, % at 20 µM | actives 0.32% (n = 350,000); in the data active means activation above about 50%
Target sequence (P0AE70 whole entry, looked up): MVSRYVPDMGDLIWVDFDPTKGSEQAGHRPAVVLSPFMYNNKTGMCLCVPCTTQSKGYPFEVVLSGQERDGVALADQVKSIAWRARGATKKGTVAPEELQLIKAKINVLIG
PrPC surface inh: reduces human prion protein on the cell surface. actives 0.43% (n = 370,000). AID 720596. inhibition, % at 13.8 µM. P04156. cell surface PrPC, TR-FRET read-out; in the data active means inhibition above about 24%; further: 0% = median of the test wells and 100% = reference compound wells
PriA SSB inh: inhibitors of Klebsiella pneumoniae PriA binding to SSB C-terminal tail. actives 0.6% (n = 430,000). AlphaScreen SSBct-PriA binding, biotinylated peptide. inhibition, % at 33 µM; in the data active means inhibition mostly above about 37%, no sharp cut-off; inactive means mostly below about 20%;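 further: plate controls were negative control peptide for no effect and reference peptide for full effect; strong numbers were not always called active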
Y pestis TopoI: inhibitors of Yersinia pestis topoisomerase I; Y. pestis Topo-I cleavage product accumulation, plate reader; activity, % at 10 µM; actives 0.064% (n = 360,000); in the data active means activity above about 50%, passing the limit was not always enough; further: inactives centre near 2
Active calls of the source: *; i = inactive; . = not tested or not shown. The list is partial, so the mix of outcomes need not match the whole.

No.	Compound	Y pestis TopoI	VHR inh abs	CCHFV vOTU inh	MazF activator	PrPC surface inh
1	CCCc1c(C(=O)Nc2ccc(C(F)(F)F)cc2)cnn1-c1ccccc1	6	-18	7	5	9
2	Cn1c(=NC(=O)CSCC(=O)N2CCCC2)sc2ccccc21	2	4	-2	6	2
3	COC(=O)c1scc(S(=O)(=O)c2ccccc2)c1N	-5	2	-8	5	-4
4	Cc1ccc(OCCN(C)C(=O)C2CCC(=O)N(CCCN3CCCC3=O)C2)cc1 (configuration not stated)	4	1	8	9	1
5	COc1ccc(N(Cc2cc3ccc(C)cc3[nH]c2=O)S(=O)(=O)c2ccccc2)cc1	29	-2	.	1	.
6	O=C1C=C(NCc2ccccc2)c2ccccc2C1=O	-8	-13	64*	7	-6
7	Cc1nn(C)c(C)c1-c1c(C#N)c(N)nc2c1CCCCCC2	0	21	-23	-3	0
8	Cc1nn(CCC#N)c(NC(=O)c2ccc(Cl)cc2Cl)c1P(=O)(Nc1ccc([N+](=O)[O-])cc1)N1CCOCC1 (configuration not stated)	4	18	8	2	-1
9	O=C(Nc1ccc(F)cc1)c1cccnc1N1CCOCC1	-1	-31	7	3	-5
10	Cc1ccc(N=C(NO)c2nonc2N)c(C)c1	-4	-14	-4	1	3
11	O=C(C1CC1)N1CCC(C(O)(c2ccccc2)c2ccccc2)CC1	5	13	-4	4	-3
12	O=C(CN(Cc1ccccc1)C(=O)CCC(=O)Nc1nccs1)NCc1ccco1	-10	8	4	2	2

No.	SARS 3CLpro inh	PriA SSB inh	Rv3671c inh	BH1578 lux ind	TcdB GH inh
1	6	-9	-6	-0.8	-2.0
2	-3	-15	3	i	.
3	2	2	0	i	1.5
4	-5	-12	-6	-0.3	1.3
5	6	2	0	-0.2	.
6	4	5	.	i	-6.1
7	5	4	-8	-0.4	0.8
8	-1	-30	-12	-0.5	.
9	3	-6	-26	i	.
10	5	-3	-2	i	.
11	0	4	-2	3.0	.
12	-1	-9	0	i	.

Further compounds:
No.	Compound	Y pestis TopoI	VHR inh abs	CCHFV vOTU inh	MazF activator	PrPC surface inh
13	COc1cccc(/C=N/N2CCN(c3ccncc3S(=O)(=O)N3CCCCC3)CC2)c1	-2	0	-6	-8	-5
14	CCOc1ccccc1NC(=O)C1C(c2ccccc2)C1(Cl)Cl (configuration not stated)	-2	.	1	6	10
15	Cc1ccsc1/C=N/NC(=O)CN1CCN(Cc2ccccc2)CC1	-8	10	-9	-2	-4
16	OC(COCc1ccccc1)CN1CCN(Cc2ccc3c(c2)OCO3)CC1 (configuration not stated)	7	1	-2	5	-4
17	CN(C)S(=O)(=O)c1cccc(NC(=O)COC(=O)c2ccc3ccccc3n2)c1	12	.	1	0	-2
18	O=C(Nc1ccccc1)N(CCc1ccncc1)C1CCCCC1	-2	.	9	9	-6
19	CC(C)Sc1nc2c(c(=O)[nH]c(=O)n2C)n1CCc1ccccc1	0	-1	-2	-2	5
20	COc1ccc(OCC(=O)NNC(=O)Cn2c(=O)cnc3ccccc32)cc1	1	.	-6	-12	0
21	CCOc1ccc(S(=O)(=O)N2CCOCC2)cc1NC(=O)CSCc1ccc(C)cc1	33	.	2	2	2
22	C=C(C)COc1ccc2c(C)c(CC(=O)N3C[C@H]4C[C@@H](C3)c3cccc(=O)n3C4)c(=O)oc2c1	16	33	-53	1	5
23	CCOc1ccc(N(CC(=O)NC(C)C)C(=O)CCC(=O)Nc2ccccn2)cc1	-10	30	-4	-5	6
24	CC#CCN1c2ccccc2[C@]23C[C@@H](C(=O)OC)N(C(C)=O)C2=NC(C(=O)OC)=C(C(=O)OC)[C@H]13	5	-19	-8	4	2

No.	SARS 3CLpro inh	PriA SSB inh	Rv3671c inh	BH1578 lux ind	TcdB GH inh
13	-1	.	3	0.2	.
14	.	.	.	-5.3	2.1
15	7	i	6	i	-0.3
16	-5	6	1	4.2	1.1
17	.	11	-16	i	1.5
18	2	-3	0	0.2	0.6
19	2	-22	3	-0.7	.
20	.	8	.	i	-1.0
21	.	-12	-1	-1.2	0.4
22	4	.	-10	-0.6	-0.3
23	0	-1	4	i	-3.6
24	.	0	-5	i	1.5

(further entries)
No.	Compound	Y pestis TopoI	VHR inh abs	CCHFV vOTU inh	MazF activator	PrPC surface inh
25	O=C(CSc1nnc(Cc2ccccc2)n1Cc1ccco1)NC1CCCC1	24	21	17	11	0
26	COc1ccc(S(=O)(=O)N2CCCC2CNC(=O)C(=O)NCCc2ccccc2)cc1 (configuration not stated)	10	.	-4	-1	7
27	Cc1noc(C)c1COc1ccc(C(=O)OCC(=O)Nc2ccc(C(=O)N(C)C)cc2)cc1	-7	.	8	3	-3
28	COC(=O)c1sccc1-c1ccc(/C=N/OC(=O)c2cccs2)o1	15	4	-6	3	1
29	CCCCCNc1nc2ccccc2nc1NS(=O)(=O)c1cccs1	4	-10	11	-1	6
30	CCOc1ccccc1-c1cc(-c2ccccc2)nc2c1c(=O)n(C)c(=O)n2C	3	-27	0	16	-2
31	CC1CCN(S(=O)(=O)c2ccc(C(=O)NCc3ccco3)cc2)CC1	1	16	-17	0	7
32	COc1ccc(NC2c3ccccc3C(=O)N2Cc2ccco2)cc1OC (configuration not stated)	3	15	-3	8	3
33	CCOC(=O)c1c(/N=C/C2C(=O)CC(C)(C)CC2=O)sc2c1CCCC2	-11	18	5	13	9
34	CN1CCN(c2cc(N3CCCC3)c([N+](=O)[O-])cc2F)CC1	2	25	14	8	-22
35	C=CCN(CC=C)CC(=O)Nc1ccc(S(N)(=O)=O)cc1	3	12	-3	2	-3
36	O=C(CCCl)N1CCCC2(CCCCC2)C1	2	29	-12	-6	10

No.	SARS 3CLpro inh	PriA SSB inh	Rv3671c inh	BH1578 lux ind	TcdB GH inh
25	-6	6	3	i	.
26	.	-7	-4	-1.4	1.5
27	.	-10	8	0.6	0.9
28	1	i	-12	-0.7	-0.5
29	0	-3	1	i	.
30	-2	-1	2	-0.3	.
31	0	-2	-4	-2.7	1.3
32	0	8	0	-0.3	0.0
33	6	.	3	-0.6	2.3
34	-2	5	4	-0.3	.
35	5	-5	-11	-0.6	.
36	-3	-10	8	i	0.6

Additional records:
No.	Compound	Y pestis TopoI	VHR inh abs	CCHFV vOTU inh	MazF activator	PrPC surface inh
37	Cc1ccc(N(CC(=O)NCc2cccs2)S(=O)(=O)c2cccs2)cc1	-7	-7	11	-6	-4
38	O=C(OCc1ccc(Cl)c(Cl)c1)c1ccccn1	5	20	-5	8	9
39	COc1ccc(/C=N/NC(=O)c2nc(-c3ccccc3)cc(-c3ccccc3)n2)cc1OC	17	21	8	-30	-3
40	COCCCNC(=O)C1CCN(C(=O)Nc2ccc(Cl)cc2)CC1	-1	6	-7	5	3
41	COc1ccc(N(CC(=O)N2CCN(c3ccc(Cl)cc3)CC2)S(=O)(=O)c2c(C)noc2C)cc1	1	-8	15	11	5
42	Cc1cccc(CN2CCN(Cc3cccc(-n4cccn4)c3)CC2CCO)n1 (configuration not stated)	10	23	7	3	1
43	O=C(CCCOc1ccccc1)Nc1ccc(Br)cc1	-10	.	4	7	21
44	CC1=C(C(=O)N2CCCC(C(=O)c3cccc4ccccc34)C2)OCCO1 (configuration not stated)	4	22	1	5	-1
45	CC(=O)c1cccc(NC(=S)NC(=O)C(C)C)c1	2	31	-4	1	6
46	Cc1ccc(-c2nc3c(c(=O)c4ccccc4n3C)c(=O)n2-c2ccccc2)cc1	17	-1	0	5	-4
47	O=C(COc1ccc(S(=O)(=O)NC2CCCC2)cc1)N1CCCCC1	8	-46	3	6	3
48	CCOc1ccc(-n2nnnc2SCC(=O)NNC(=O)c2ccco2)cc1	3	35	-5	1	-2

No.	SARS 3CLpro inh	PriA SSB inh	Rv3671c inh	BH1578 lux ind	TcdB GH inh
37	5	-11	-1	.	.
38	3	-8	-1	-0.2	.
39	3	.	4	-0.7	.
40	-4	-16	0	.	.
41	6	-5	-7	i	0.5
42	-4	2	4	-0.2	0.5
43	-2	-8	-1	i	.
44	-1	0	1	-0.8	1.6
45	2	-6	-9	-1.7	.
46	5	8	1	-0.2	.
47	-3	-9	-3	i	-6.3
48	-4	-15	5	1.8	0.1

Other compounds:
No.	Compound	Y pestis TopoI	VHR inh abs	CCHFV vOTU inh	MazF activator	PrPC surface inh
49	COc1ccc(-c2ccc(SCC(=O)NC3CCCCC3)nn2)cc1OC	-1	12	1	11	3
50	FC(F)(F)c1ccc(C2NCCc3sccc32)cc1 (configuration not stated)	-8	11	6	1	-2
51	Cc1ccc(/C=N/n2cnnc2)s1	8	24	25	10	-1
52	COCCNC(=S)N(CCCN(C)C)Cc1cc2cc3c(cc2[nH]c1=O)OCCO3	-5	14	-30	2	1
53	Fc1ccc(C(CCNCc2cccs2)c2ccco2)cc1 (configuration not stated)	-6	9	4	1	-4
54	Cn1c(=O)c2c(SCC(=O)Nc3ccc4c(c3)OCCO4)nc(CC(C)(C)C)nc2n(C)c1=O	-1	19	5	-4	5
55	CC(=O)N/C(=C\c1ccccc1Cl)C(=O)O	-3	33	0	8	0
56	Cc1cc(Br)ccc1NC(=O)CN1C(=O)CCC1=O	3	15	6	-15	-2
57	Fc1cc(Br)ccc1NC(=S)Nc1cccnc1	-1	18	-7	0	10
58	CCOC(=O)c1cc2sc(C)cc2n1CC(=O)N(CC)CC	6	3	-8	1	-3
59	Cc1nn(-c2ccc(N3CCCCC3)nn2)c(C)c1CCC(=O)Nc1ccc(F)c(F)c1	19	-2	8	2	6

No.	SARS 3CLpro inh	PriA SSB inh	Rv3671c inh	BH1578 lux ind	TcdB GH inh
49	2	-9	-6	-0.6	-0.3
50	-1	3	-2	-1.2	1.5
51	-2	.	-2	-0.4	.
52	1	0	2	0.0	0.6
53	-2	-3	2	-0.4	1.2
54	-1	-5	-6	-0.2	0.1
55	0	-4	0	-0.9	.
56	3	-8	-3	-2.4	.
57	1	-8	6	0.6	1.2
58	4	-2	-2	i	.
59	-1	-6	-7	-0.3	1.2

Looked up by compound from above:
No.	Compound	Y pestis TopoI	VHR inh abs	CCHFV vOTU inh	MazF activator	PrPC surface inh
55	CC(=O)N/C(=C\c1ccccc1Cl)C(=O)O	-3	33	0	8	0
53	Fc1ccc(C(CCNCc2cccs2)c2ccco2)cc1 (configuration not stated)	-6	9	4	1	-4
56	Cc1cc(Br)ccc1NC(=O)CN1C(=O)CCC1=O	3	15	6	-15	-2
59	Cc1nn(-c2ccc(N3CCCCC3)nn2)c(C)c1CCC(=O)Nc1ccc(F)c(F)c1	19	-2	8	2	6

No.	SARS 3CLpro inh	PriA SSB inh	Rv3671c inh	BH1578 lux ind	TcdB GH inh
55	0	-4	0	-0.9	.
53	-2	-3	2	-0.4	1.2
56	3	-8	-3	-2.4	.
59	-1	-6	-7	-0.3	1.2
